# Screening results as filed in PubChem BioAssay.
# CHT PAM: allosterically activates the human high affinity choline transporter; actives 0.49% (n = 310,000); Q9GZV3; CHT-expressing cells, membrane potential dye, choline EC20; active compounds read high; LV-AA mutant CHT in HEK293 cells; B-score at 10 µM;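 active means initial fluorescence not abnormally high and integrated response B-score, plate-corrected, over 3 SD above library mean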
# Target sequence (Q9GZV3 whole entry, looked up): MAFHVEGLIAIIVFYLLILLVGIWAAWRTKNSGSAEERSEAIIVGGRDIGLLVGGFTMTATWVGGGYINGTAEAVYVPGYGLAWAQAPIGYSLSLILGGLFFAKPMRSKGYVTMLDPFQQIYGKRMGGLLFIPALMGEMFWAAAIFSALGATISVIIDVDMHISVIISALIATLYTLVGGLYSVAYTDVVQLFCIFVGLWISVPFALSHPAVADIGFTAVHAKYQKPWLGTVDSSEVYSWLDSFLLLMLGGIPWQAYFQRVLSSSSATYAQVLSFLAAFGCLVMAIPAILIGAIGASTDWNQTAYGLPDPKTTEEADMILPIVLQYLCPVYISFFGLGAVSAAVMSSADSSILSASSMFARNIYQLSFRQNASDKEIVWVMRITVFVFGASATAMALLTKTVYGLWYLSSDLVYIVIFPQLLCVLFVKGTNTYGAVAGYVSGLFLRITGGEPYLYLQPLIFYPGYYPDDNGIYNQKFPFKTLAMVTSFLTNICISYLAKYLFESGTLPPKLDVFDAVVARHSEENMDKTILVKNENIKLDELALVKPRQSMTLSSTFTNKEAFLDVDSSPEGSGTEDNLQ
# CHT inh: inhibits the human high affinity choline transporter | CHT-expressing cells, membrane potential dye, choline response; active compounds read low | B-score at 10 µM | actives 0.86% (n = 310,000) | AID 488975;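 active means B-score over 3 SD under the library average, and starting fluorescence ratio not unusually high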;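 further: choline stimulus applied at its EC90 after an EC20 pre-addition; B-score computed on integrated fluorescence ratio after choline addition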
# Starred values were filed as active, the others as inactive; i = inactive.
# Order of values – CHT PAM, CHT inh
> O=C1c2cccnc2C(O)N1C1CCCCC1 (stereo not given)
 : i, i
> O=C(Nc1ccccc1Cl)OCc1cncs1
 : i, i
> COc1cccc(N2C(=O)C3CCCN3C2c2ccc(N(C)C)cc2)c1 (stereo not given)
 : i, i
> O=C(Nc1cccc2cccnc12)c1ccc(Cl)cc1Cl
 : i, i
> COc1nc(OCCNC(C)=O)nc(N(C)C)n1
 : i, i
> CCn1ccnc1CN(C)Cc1c(C(=O)N2CCCCCCC2)nc2ccc(Cl)cn12
 : i, i
> CC(C)(C)c1ccc(C(=O)NNc2ccc(F)cc2F)cc1
 : i, i
> COc1cc(C(C#N)N2CCC(c3ccccc3)=N2)ccc1O (stereo not given)
 : i, i
> CC(C)CC(=O)Nc1ccccc1N1CCN(C(=O)c2ccccc2)CC1
 : i, -5.11*
> CCN(CC)S(=O)(=O)c1ccc(C(=O)NCc2ccc(C)cc2)cc1
 : i, i
> CNC(=O)c1cccnc1Nc1cccc(C(F)(F)F)c1
 : i, i
> CCOC(=O)C1=C(C)NC(=O)NC1c1cn(-c2ccccc2)nc1-c1cccs1 (stereo not given)
 : i, i
> CCCCCCSc1cccc(-c2nc3ccc(C)cn3c2NCc2ccccc2)c1
 : i, i
> Cc1cccc(CN2C(=O)CSc3ccc(C(=O)NC4CC4)cc32)c1
 : i, i
> Cc1ccc(SCC(=O)NC2CC3CCC(C2)N3C)cc1 (stereo not given)
 : i, i
> O=C(c1cc2cc([N+](=O)[O-])ccc2oc1=O)N1CCN(c2ncccn2)CC1
 : i, i
> Cc1cc(NC(=O)CSc2nccn2-c2cccc(Cl)c2)no1
 : i, i
> O=C(O)COc1ccccc1/C=N/Nc1ccc(S(=O)(=O)Nc2ccc(Cl)cc2)cc1[N+](=O)[O-]
 : i, i
> CCS(=O)(=O)N1CCCC(C(=O)NCCc2ccc(C)cc2)C1 (stereo not given)
 : i, i
> CC(=O)N1CCN=C1SCc1cccc(Cl)c1
 : i, i
> O=C(CSc1nnc(-c2ccccc2)c(-c2ccccc2)n1)Nc1ccc(Br)cn1
 : i, i
> CC(C)n1c(=N)c(C(=O)NCCc2ccccc2)cc2c(=O)n3ccccc3nc21
 : i, i
> O=C(Nc1ccnn1C1CCN(Cc2c[nH]c3ccccc23)CC1)c1ccccc1
 : i, i
> CCOc1ccccc1C(=O)NCC(=O)NCC(c1ccco1)N1CCCCC1 (stereo not given)
 : i, i
> CC1(C)NC(C(=O)O)Cc2c1[nH]c1ccccc21 (stereo not given)
 : i, i
> CN(C)c1nc(N)c(C(=O)N=C(N)N)nc1Cl
 : 8.73*, i
> Cc1nn2c(-c3ccncc3)nnc2c2ccccc12
 : i, i
> CCCCC(=O)Nc1ccc(C(=O)NNC(=O)c2ccccc2Br)cc1
 : i, i
> O=C(Cc1ccccc1Cl)NNC(=O)Nc1ccccc1
 : i, i
> CC(C)Cc1nnc(NC(=O)CCC(=O)N2CCN(c3ccc(Cl)cc3)CC2)s1
 : i, i
> CCC(=O)NCCCNc1nc2c(C)cccc2cc1C#N
 : i, i
> CCc1ccc(Nc2ccc(S(=O)(=O)N3CCOCC3)cc2[N+](=O)[O-])cc1
 : i, i
> COc1cccc(NC(=O)CCc2nc(-c3cccs3)no2)c1
 : i, i
> Cc1ccc(S(=O)(=O)n2c([N+](=O)[O-])cnc2C)c(C)c1C
 : i, i
> O=C(O)CCNC(=O)/C(=C/C=C/c1ccccc1)NC(=O)c1ccccc1
 : i, i
> CCc1ccc(Nc2ncc3c(n2)CC(c2ccc(OC)cc2)CC3=O)cc1 (stereo not given)
 : i, i
> CCOC(=O)C(C)S(=O)(=O)c1ccc(C(F)(F)F)cn1 (stereo not given)
 : i, i
> O=c1[nH]c(O)c(/C=C2\C=Nc3ccc(Br)cc32)[nH]1
 : i, i
> CCOC(=O)c1ccc(NNC(C)=O)c([N+](=O)[O-])c1
 : i, i
> CSCCC(NS(=O)(=O)c1ccc(C)cc1)C(=O)NCCc1c[nH]c2ccccc12 (stereo not given)
 : i, i
> Cn1nnnc1SC(C(=O)Nc1ccc(F)cc1)c1ccccc1 (stereo not given)
 : i, i
> CC12CC3CC(C)(C1)CC(C(O)CN1CCOCC1)(C3)C2 (stereo not given)
 : i, i
> O=C(C1CCCN(Cc2ccc([N+](=O)[O-])cc2)C1)N1CCCCC1 (stereo not given)
 : i, i
> O=C(N/N=C\C=C\c1ccc2c(c1)OCO2)C1COc2ccccc2O1 (stereo not given)
 : i, i
> CCn1cc(C(=O)NC2CC(C)(C)Cc3c2cnn3-c2cccc(F)c2)cn1 (stereo not given)
 : i, i
> Cc1c(NC(=O)c2nn3c(c2Br)NC(c2ccccc2)CC3C(F)(F)F)c(=O)n(-c2ccccc2)n1C (stereo not given)
 : i, i
> CC(Nc1cc(N2CCOCC2)ccc1[N+](=O)[O-])c1ccccc1 (stereo not given)
 : i, i
> COc1ccc(-c2cc(C3CCN(c4ncccc4[N+](=O)[O-])CC3)[nH]n2)cc1
 : i, i
> CSc1nc(-c2ccco2)cc(-c2ccccc2)c1C#N
 : i, i
> Cc1onc(-c2c(Cl)cccc2Cl)c1C(=O)N=C(N)N1CCOCC1
 : i, i

# Going on with the list:
# Order of values – CHT PAM, CHT inh
> COC(=O)C(Cc1ccc(O)cc1)NC(=O)CCc1nc2ccccc2s1 (stereo not given)
 : i, i
> CC(C)c1ccc(NC2CCCN(C(=O)c3ccncc3)C2)cc1 (stereo not given)
 : i, i
> CCCCOC(=O)CSc1nc(N)c(C#N)c(-c2ccc(OCC)cc2)c1C#N
 : i, i
> CCOc1ccccc1NC(=O)Nc1cnccn1
 : i, i
> CCOc1ccc(N(CC(=O)NC2CCCCCC2)S(=O)(=O)c2c(C)noc2C)cc1
 : i, i
> Cc1sc2ncnc(Nc3ccccc3)c2c1C
 : i, i
> Cc1ccc(O)c(NC(=O)CCC2CCCCC2)c1
 : i, i
> O=C(c1cccs1)N(Cc1cccc(F)c1)C1CCS(=O)(=O)C1 (stereo not given)
 : i, i
> COc1ccccc1NS(=O)(=O)NC(=O)c1c(C)[nH]c2ccccc12
 : i, i
> CC(C)COC(=O)c1ccc(NC(=O)C2C3CCC(C3)C2C(=O)O)cc1 (stereo not given)
 : i, i

# 6 entries picked at random from the list so far, as already listed:
# Order of values – CHT PAM, CHT inh
> CCOc1ccccc1NC(=O)Nc1cnccn1
 : i, i
> O=C(c1cccs1)N(Cc1cccc(F)c1)C1CCS(=O)(=O)C1 (stereo not given)
 : i, i
> CC(C)COC(=O)c1ccc(NC(=O)C2C3CCC(C3)C2C(=O)O)cc1 (stereo not given)
 : i, i
> Cc1sc2ncnc(Nc3ccccc3)c2c1C
 : i, i
> CC(C)c1ccc(NC2CCCN(C(=O)c3ccncc3)C2)cc1 (stereo not given)
 : i, i
> CCCCOC(=O)CSc1nc(N)c(C#N)c(-c2ccc(OCC)cc2)c1C#N
 : i, i

# (list continues)
# Order of values – CHT PAM, CHT inh
> O=C(CCCCC(=O)N1CCOCCOCCOCC1)OCc1ccccc1
 : i, i
> COc1nc(NC(=O)c2ccc(F)cc2)nc(OC)c1-c1ccccc1
 : i, i
> CC(C)C(C)NC(=O)COc1ccc(Sc2ccc(OCC(=O)NC(C)C(C)C)cc2)cc1 (stereo not given)
 : i, i
> CCC1Oc2ccccc2N(CC(=O)NC2CC2)C1=O (stereo not given)
 : i, i
> CCN(CC)S(=O)(=O)c1ccc(N2CCc3ccccc3C2)nc1
 : i, i
> CCOc1ccc(C2CC(c3c(O)c4ccccc4oc3=O)=NN2c2ccccc2)cc1OC (stereo not given)
 : i, i
> CCCCCOc1ccc(NS(C)(=O)=O)cc1
 : i, i
> COc1cnc(N(C)C)nc1Sc1cccc(Cl)c1
 : i, i
> CC1=NOC(=O)/C1=C\c1ccc(-c2cccc(Cl)c2)o1
 : i, i
> O=C(NC1CCCCCCC1)C1CCN(S(=O)(=O)N2CCC3(CC2)OCCO3)CC1
 : i, i
> COC(=O)C1=C(C)NC(=S)NC1c1ccco1 (stereo not given)
 : i, i
> COc1ccc2c(c1)cc(C(=O)O)n2C
 : i, i
> COc1cc(-c2nc3ccc4ccccc4c3c3c2CCC3)cc(OC)c1O
 : i, i
> O=C(COc1ccc(Cl)cc1Cl)Nc1ccc2nc3n(c(=O)c2c1)CCCC3
 : i, i
> Cc1cccc(Nc2nc(N)nc(CCl)n2)c1C
 : i, i
> C/C(Cc1ccccc1)=N\NC(=O)c1ccccn1
 : i, i
> COc1ccc(Cc2nnc(N/N=C(\C)c3ccccc3)[nH]c2=O)cc1OC
 : i, i
> O=C(N/N=C/c1c(O)n(-c2ccc(Cl)cn2)c(=O)c2ccccc12)C1CC1
 : i, i
> O=C(COC(=O)Cc1ccc(Cl)cc1Cl)NCCC1=CCCCC1
 : i, i
> O=C(COc1ccccc1)NC1C(=O)N2C(C(=O)O)=C(Cl)CSC12 (stereo not given)
 : i, i

# Among those listed so far, 2 have two or more sulfur atoms.
# Order of values – CHT PAM, CHT inh
> CSCCC(NS(=O)(=O)c1ccc(C)cc1)C(=O)NCCc1c[nH]c2ccccc12 (stereo not given)
 : i, i
> O=C(c1cccs1)N(Cc1cccc(F)c1)C1CCS(=O)(=O)C1 (stereo not given)
 : i, i

# Next section
# Order of values – CHT PAM, CHT inh
> O=C(O)c1cc(Br)ccc1NN=C1CCCCC1
 : i, i
> COCCN1C(=O)N[C@@H](CCc2ccccc2)[C@H](C(=O)OC)[C@H]1C
 : i, i
> CC(Oc1ccc2c(c1)oc(=O)c1ccccc12)C(=O)NCC1CCC(C(=O)O)CC1 (stereo not given)
 : i, i
> Fc1ccc(OCCCCCn2ccnc2)cc1
 : i, i
> Cc1noc(C)c1-c1nc(CS(=O)(=O)c2ccc(F)cc2)no1
 : i, i
> CCOc1ccc(NC(=O)c2ccc(NC(=O)Cc3n[nH]c(=O)c4ccccc34)cc2)cc1
 : i, i
> O=C(NC1CC1)c1ccc2c3c(cccc13)CC2
 : i, i
> COc1ccc(N2CCN(C(=O)c3ccc4c(c3)CCN4S(=O)(=O)c3ccccc3)CC2)cc1
 : i, i
> O=C(NCc1ccccc1)c1cc2nc(C3CC3)cc(C(F)(F)F)n2n1
 : i, i
> COc1ccc(C(=O)NCc2nnc(SCC(=O)Nc3ccccc3OC)n2C)cc1
 : i, i
> COc1ccc([N+](=O)[O-])c(OC)c1C(=O)NC(=O)Nc1c(F)c(F)c(F)c(F)c1F
 : i, i
> Cc1nc(NC(C)C)c2oc3ccccc3c2n1
 : i, i
> Cc1ccc(C(=O)OCc2nnc(-c3ccccc3)o2)o1
 : i, i
> CC(=O)Nc1ccc(S(=O)(=O)N2CCN(C3CCCCCCC3)CC2)cc1
 : i, i
> COc1ccc(NS(=O)(=O)c2ccc(NC(=S)NC(=O)C(C)C)cc2)cc1
 : i, i
> CC1CCCN(c2ccc(C(=O)Nc3cccnc3)cc2[N+](=O)[O-])C1 (stereo not given)
 : i, i
> O=C(NCCCN1CCOCC1)c1cc2c(=O)[nH]c3ccccc3c2s1
 : i, i
> COc1ccccc1CN1CC(C(=O)NCCN(C)CCc2ccccc2)CCC1=O (stereo not given)
 : i, i
> O=C(NC1CCCCC1)C1CC(=O)N(CCc2ccc(F)cc2)C1 (stereo not given)
 : i, i
> CN(C)c1ccc(C(CNS(=O)(=O)c2ccc([N+](=O)[O-])cc2)N2CCOCC2)cc1 (stereo not given)
 : i, i
> COc1cc(/C=N/S(=O)(=O)CCc2ccccc2)ccc1O
 : i, i
> O=C(c1ccc2c3n(nc2c1)-c1ccccc1CO3)N1CCCCC1
 : i, -5.25*
> Cc1nnc(SCc2cccc3ccccc23)n(N)c1=O
 : i, i
> O=C(CSc1nc(O)c(-c2ccccc2)c(=O)[nH]1)N1CCOCC1
 : i, i
> CC(C)CCN1C(=O)c2ccc(C(=O)Nc3cc(C(=O)O)cc(C(=O)O)c3)cc2C1=O
 : i, i
> CC(C)C(=O)NC(C)C(c1cccs1)N1CCN(c2ccccc2)CC1 (stereo not given)
 : i, i
> Cc1ccc(NC(=O)COC(=O)c2ccc3c(c2)OCCO3)cc1S(=O)(=O)N1CCOCC1
 : i, i
> C=CCn1c(SCC(=O)Nc2sc(C)c(C)c2C(=O)OCC)nnc1-c1sc(N)nc1C
 : i, i
> CCOc1ccc(CCNC(=O)COC(=O)C2CC2)cc1OCC
 : i, i
> Cc1ccc(-n2nnc(-c3ccnc4ccccc34)n2)cc1
 : i, i
> CCOC(=O)C1(CCOC)CCN(Cc2ccc(C3CCCCO3)s2)CC1 (stereo not given)
 : i, i
> CCN(CC)CCn1c2c(c(SCC(=O)Nc3cc(C)ccc3C)nc1=O)CCC2
 : i, i
> CCCNC(=O)c1ccc(N2CCC3(CC2)CC(c2cccc(Br)c2)=NO3)c(NC(=O)c2cccc(OC)c2)c1
 : i, i
> CC1(C)CC(=O)C=C(NCC(O)c2ccccc2)C1 (stereo not given)
 : i, i
> CC(C)CC(OC(=O)c1ccco1)C(=O)NC1CCCC1 (stereo not given)
 : i, i
> CCOc1ccc(-c2nc(-c3ccc(OC)cc3)no2)cc1OCC
 : i, i
> COc1ccc(C2CC(c3ccccc3)=NN2S(=O)(=O)c2ccccc2)cc1 (stereo not given)
 : i, i
> O=C(Nc1ccc(Br)cc1)c1ccc(F)c(S(=O)(=O)NCc2cccs2)c1
 : i, i
> Cc1ccc(C(=O)NCC(=O)Nc2ccc(F)c(F)c2F)cc1
 : i, i
> CC(=O)c1ccc(OCCCC(=O)N(CCC2=CCCCC2)c2c(N)n(Cc3ccccc3)c(=O)[nH]c2=O)cc1
 : i, i

# Complete entries, quoted from the list. Order of screens: CHT PAM	CHT inh
# Record of `CCOC(=O)C1(CCOC)CCN(Cc2ccc(C3CCCCO3)s2)CC1` (stereo not given) = i	i
# Record of `CCN(CC)CCn1c2c(c(SCC(=O)Nc3cc(C)ccc3C)nc1=O)CCC2` = i	i

# (list continues)
# Order of values – CHT PAM, CHT inh
> CCC1(C)Cc2ccccc2-c2nc(NN)[nH]c(=O)c21 (stereo not given)
 : i, i
> Cc1cccc(N2CCN(S(=O)(=O)c3ccc4c(c3)NC(=O)C(C)S4)CC2)c1C (stereo not given)
 : i, i
> CCOC(=O)c1ccc(N2C(=O)C3CC=CCC3C2=O)cc1 (stereo not given)
 : i, i
> O=C(OCC(=O)N1CCN(C(=O)c2ccco2)CC1)c1cc(-c2ccc(Cl)c(Cl)c2Cl)nc2ccccc12
 : i, i
